Screening results: PubChem BioAssay, several laboratories
Wee1 degr inh: inhibitors of human Wee1 degradation; HeLa Luc-Wee1K328M stability, luciferase luminescence; 100% = proteasome inhibitor MG132 effect; reporter increase, % at 5 µM; 1.2% of 220,000 active;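 active means activation above the mean of all tested compounds plus 3 SD, set per screening run, cut at about 8.8% in these data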;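 further: cells exposed to compound for 20 h before luminescence read; 0% = DMSO alone and 100% = MG132 at 30 µM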
S1P4 agonist: human S1P4 receptor agonism; S1P4-expressing cell line, agonist reporter assay; activation, % at 4.98 µM; 0.35% of 220,000 active; AID 1509; in the data active means activation above about 11%;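 further: 0% = DMSO vehicle and 100% = reference agonist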
PERK inhibitor: inhibitors of human PERK kinase. CHO PERK-DD fusion, SEAP luminescence translation reporter. inhibition, % at 5.6 µM. 0.17% of 220,000 active. AID 1416;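 active means inhibition above the mean inhibition of all tested compounds plus 3 SD, set separately per screening campaign, cut at about 2.9% in these data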;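 further: PERK kinase domain activated by AP20187 dimerizer at 100 nM; 0% = DMSO with dimerizer and 100% = rapamycin at 8.4 µM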
Target sequence (Q9NZJ5 whole entry, looked up, the tested form may be a part): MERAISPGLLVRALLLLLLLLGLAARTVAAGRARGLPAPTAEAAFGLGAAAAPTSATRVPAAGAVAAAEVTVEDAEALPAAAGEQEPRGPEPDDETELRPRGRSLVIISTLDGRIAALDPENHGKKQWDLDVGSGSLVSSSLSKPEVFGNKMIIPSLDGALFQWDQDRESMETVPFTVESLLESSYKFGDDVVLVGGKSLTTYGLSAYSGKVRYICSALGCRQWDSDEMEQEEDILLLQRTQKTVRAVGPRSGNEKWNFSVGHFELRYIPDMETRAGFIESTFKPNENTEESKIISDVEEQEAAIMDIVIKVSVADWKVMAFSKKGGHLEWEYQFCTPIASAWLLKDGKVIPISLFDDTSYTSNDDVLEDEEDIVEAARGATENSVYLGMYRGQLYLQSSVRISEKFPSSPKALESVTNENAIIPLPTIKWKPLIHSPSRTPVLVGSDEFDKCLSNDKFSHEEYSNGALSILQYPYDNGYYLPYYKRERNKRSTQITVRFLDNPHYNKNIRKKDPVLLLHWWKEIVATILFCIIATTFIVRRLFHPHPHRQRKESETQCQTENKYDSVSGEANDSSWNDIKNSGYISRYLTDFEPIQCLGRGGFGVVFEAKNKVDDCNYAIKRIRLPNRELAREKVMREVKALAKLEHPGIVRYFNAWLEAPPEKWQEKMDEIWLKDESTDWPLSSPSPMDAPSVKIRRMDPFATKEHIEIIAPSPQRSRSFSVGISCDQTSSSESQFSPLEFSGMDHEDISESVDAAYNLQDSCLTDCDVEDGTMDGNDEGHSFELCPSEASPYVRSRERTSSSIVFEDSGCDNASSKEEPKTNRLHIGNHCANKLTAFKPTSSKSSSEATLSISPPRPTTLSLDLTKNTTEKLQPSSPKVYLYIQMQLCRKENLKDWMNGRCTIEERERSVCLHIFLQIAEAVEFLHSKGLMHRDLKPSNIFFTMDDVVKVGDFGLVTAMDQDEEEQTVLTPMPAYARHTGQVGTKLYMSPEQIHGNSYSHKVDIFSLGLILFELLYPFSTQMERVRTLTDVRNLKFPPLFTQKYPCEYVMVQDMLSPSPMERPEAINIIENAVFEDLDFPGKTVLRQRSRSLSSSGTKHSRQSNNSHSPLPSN
BaF3 tox: reduces parental Ba/F3 cell viability, JAK2V617F counter-screen; AID 1486; 1.1% of 220,000 active; CellTiter-Glo ATP luminescence; inhibition, % at 5.6 µM;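 active means inhibition above a per-campaign cutoff, the mean inhibition of all tested compounds plus 3 SD, cut at about 27% in these data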;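 further: 0% = DMSO wells and 100% = JAK Inhibitor I control wells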
S1P4 antagonist: human S1P4 receptor antagonism; O95977; S1P4-expressing cells, antagonist mode, reporter read-out; inhibition, % at 4.98 µM; 0.26% of 220,000 active; AID 1510; in the data active means inhibition above about 29%;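 further: 0% = wells stimulated with agonist and 100% = vehicle wells without agonist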
MDM2 E3 inh: inhibitors of human Mdm2 E3 ubiquitin ligase | Q00987 | cell-based MDM2 ubiquitination luciferase reporter, 2 h; 0 = plate control, 100 = twice control, blank-subtracted | signal enhancement, % at 5 µM | AID 1230 | 0.11% of 210,000 active;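 active means signal enhancement of 30% or more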;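 further: luminescence tracks abundance of the self-degrading MDM2-luciferase fusion protein; higher signal means inhibition of MDM2 E3 ligase activity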
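system = mammalian cells stably expressing self-ubiquitinating, self-degrading MDM2 E3–luciferase fusion | quantity = 2000 cells per well seeded | incubation = 4 h cell settling then 2 h compound exposure, 37 °C | signal = SteadyLite luminescence, 15 min reagent step | benchmarks = plate control and blank wells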
eIF4E-4G inh: inhibitors of eIF4E and eIF4G interaction in translation initiation | P63073+Q04637 | TR-FRET eIF4E-eIF4GI(517-606) binding, 2 h | inhibition, % at 21.7 µM | 0.37% of 220,000 active;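 active means inhibition above about 30%, limit read from the data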;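 further: 0% = full FRET control wells and 100% = background wells lacking eIF4GI fragment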
Ba/F3 V617F tox: reduce viability of Ba/F3 cells dependent on JAK2V617F; Ba/F3 EpoR-JAK2V617F viability, ATP luminescence; inhibition, % at 5.6 µM; 1.1% of 220,000 active;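 active means inhibition above the campaign mean plus 3 SD over all tested compounds, cut at about 24% in these data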;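 further: cytokine-independent growth of Ba/F3 cells driven by EpoR plus mutant JAK2; 0% = DMSO-treated cells and 100% = JAK inhibitor I control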
NPY2 pot ag: human NPY-Y2 potentiation or agonism, primary screen; activation, % at 3.6 µM; 0.45% of 220,000 active; cells expressing NPY-Y2, potentiator/agonist read-out; in the data active means activation above about 27%;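 further: cells stimulated with NPY near EC25 plus isoproterenol at EC100; 0% = vehicle plus submaximal agonist and 100% = vehicle plus saturating agonist; some results beyond the cut were filed as inactive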
An asterisk follows results filed as active; · = not tested or not shown; [ ] = another dose, or the depositor's remark.

Start of the data: the first two records, to show the layout:
Compound	Wee1 degr inh	S1P4 agonist	PERK inhibitor	BaF3 tox	S1P4 antagonist	MDM2 E3 inh	eIF4E-4G inh	Ba/F3 V617F tox	NPY2 pot ag
O=S(=O)(c1ccc(Cl)c(Cl)c1)N1CCc2nc3ccccc3n2CC1	-4	2.6	-1.4	-4	-24	-9	-23	3	2
O=C(CCN1C(=O)c2cccc3cccc(c23)C1=O)N1CCOCC1	-1	1.1	0.6	3	-15	21	-1	1	5

Results, previewed entries included:
Compound	Wee1 degr inh	S1P4 agonist	PERK inhibitor	BaF3 tox	S1P4 antagonist	MDM2 E3 inh	eIF4E-4G inh	Ba/F3 V617F tox	NPY2 pot ag
O=S(=O)(c1ccc(Cl)c(Cl)c1)N1CCc2nc3ccccc3n2CC1	-4	2.6	-1.4	-4	-24	-9	-23	3	2
O=C(CCN1C(=O)c2cccc3cccc(c23)C1=O)N1CCOCC1	-1	1.1	0.6	3	-15	21	-1	1	5
CCn1c(CCCNC(=O)c2ccc(F)cc2)nc2ccccc21	1	0.0	-0.8	3	-6	-5	-3	2	6
COc1ccccc1N=c1c2c([N+](=O)[O-])cc([N+](=O)[O-])cc2n(O)n1-c1ccccc1OC	7	2.2	1.4	2	8	17	6	-3	17
Cc1nn(-c2nc3ccccc3[nH]2)c(N)c1-c1ccccc1	6	1.6	-0.5	2	8	-5	-1[fluorescence artefact?]	-6	7
CCOc1ccc(CC(=O)Nc2sc(Cc3ccccc3)c(C)c2C(N)=O)cc1OCC	-2	1.1	-0.1	7	-4	-26	6	0	8
CCN(CCO)Cc1csc2ccc(Br)cc12	-1	0.8	-1.0	5	7	-6	0	4	8
COc1cc2c(cc1NC(=O)c1ccccc1F)CCCC2	-3	-1.8	-1.3	0	-26	-9	1	-8	-12
COc1ccc(CCNC(=O)COc2ccc(N(C)S(=O)(=O)c3ccc(Cl)cc3)cc2)cc1	0	2.7	0.3	3	4	4	2	0	-12
O=C(c1cc2ccc([N+](=O)[O-])cc2oc1=O)N1CCOCC1	-2	0.7	0.8	4	-9	3	4	2	-6
CC(=O)CCc1ccc(OCCCCN2CCC(Cc3ccccc3)CC2)cc1	-2	-0.8	-1.4	8	9	-13	1	4	11
CCN(c1ccccc1)C1(O)C(=O)c2ccccc2C1=O	4	-0.2	2.1	-2	4	-7	1	-2	3
Cc1[nH]c2ccccc2c1C(=O)CSc1cccc[n+]1[O-]	-1	-0.2	0.7	-2	1	-7	-2	-1	0
COc1c(N2CCN(C(=S)Nc3ccc(F)cc3)C(C)C2)c(F)cc2c(=O)c(C(=O)O)cn(C3CC3)c12 (centres undefined)	1	3.1	1.9	6	-22	0	-2	-1	16
Nc1nnnn1CC(=O)N/N=C/C=C/c1ccccc1	2	0.3	0.9	-1	3	-4	2	-2	-9
C=CCOc1ccc(-c2nc3c(c(=O)[nH]c(=O)n3CCCC)n2C)cc1OC	3	-1.6	-0.3	5	-14	-29	1	2	-4
O=C(CSc1nnc(SCc2cccc3ccccc23)s1)N/N=C/c1c[nH]c2ccccc12	0	0.5	0.5	8	6	-7	1[fluorescence artefact?]	2	2
CCOC(=O)c1c(C)nc2sc(C(=O)Nc3ccccc3)c(N)c2c1-c1ccc(OC)cc1	-1	-2.1	-0.2	4	22	7	7[fluorescence artefact?]	0	-11
Cc1ccccc1NC(=O)c1ccccn1	4	-1.2	1.4	0	-4	0	1	1	-1
COc1ccc(-c2cc(C(F)(F)F)c(C#N)c(SCC(=O)Nc3ccc(C)cc3)n2)cc1	0	-0.1	1.8	2	9	-13	6[fluorescence artefact?]	0	-7
CC(C)(C)c1ccc(S(=O)(=O)N2CCCCC2)cc1	3	1.2	1.3	3	-13	13	2	-1	-7
COc1ccc(NC(=O)C(Cc2ccccc2)n2cccc2)cc1OC (centres undefined)	0	0.2	-0.8	0	1	-3	-4	-1	-5
COc1ccc(C2NC(=O)NC(C)=C2[N+](=O)[O-])cc1OC (centres undefined)	-2	1.0	0.8	-2	9	5	3	-4	7
CCCCn1c(CCNC(=O)CC)nc2ccccc21	2	-2.1	-0.7	9	2	-20	0	2	-14

An excerpt from above in order of number of heavy atoms, high to low.
Compound	Wee1 degr inh	S1P4 agonist	PERK inhibitor	BaF3 tox	S1P4 antagonist	MDM2 E3 inh	eIF4E-4G inh	Ba/F3 V617F tox	NPY2 pot ag
COc1ccc(NC(=O)C(Cc2ccccc2)n2cccc2)cc1OC (centres undefined)	0	0.2	-0.8	0	1	-3	-4	-1	-5
COc1ccc(C2NC(=O)NC(C)=C2[N+](=O)[O-])cc1OC (centres undefined)	-2	1.0	0.8	-2	9	5	3	-4	7
CC(C)(C)c1ccc(S(=O)(=O)N2CCCCC2)cc1	3	1.2	1.3	3	-13	13	2	-1	-7
Cc1ccccc1NC(=O)c1ccccn1	4	-1.2	1.4	0	-4	0	1	1	-1

(continued)
Values run as follows: Wee1 degr inh, S1P4 agonist, PERK inhibitor, BaF3 tox, S1P4 antagonist, MDM2 E3 inh, eIF4E-4G inh, Ba/F3 V617F tox, NPY2 pot ag
> N#Cc1cccc(-c2nnc(SCc3ccccc3C#N)o2)c1
  1, -0.5, -0.6, 3, 21, -4, 4, 3, 2
> COC(=O)[C@@H](NC(=O)NC1CCCc2ccccc21)C(C)C (some centres undefined)
  -1, 0.5, 0.5, 7, -10, -10, -2, -2, 11
> O=C(O)c1cccc(N=NN2CCOCC2)c1
  -2, 0.4, 1.1, 2, -11, -4, 2, -4, 8
> O=C(c1cc2ccccc2o1)N1CCC(N2CCC(C(=O)N3CCCC3)CC2)CC1
  -3, -0.6, -0.4, 0, -16, -17, 1, 1, -18
> CCOc1ccc(C(=O)NC(=S)Nc2cccnc2)cc1
  4, -0.2, 0.1, 2, -19, 5, 2, 0, 3
> Cc1cc(=O)oc2cc(OCC(=O)OCC(=O)Nc3ccc4ccccc4c3)ccc12
  3, 1.1, 0.9, 6, -6, 13, 5, -1, -3
> O=C(O)c1cc(S(=O)(=O)Nc2ccc(N3CCCCC3)cc2)ccc1Cl
  1, -0.7, 1.4, 6, -23, -15, 4, 1, 6
> O=[N+]([O-])c1ccc2c(c1)ncn2-c1ccccc1
  3, -1.4, -0.5, 10, -18, -12, 2[fluorescence artefact?], 4, 8
> CC1CCCCC1NC(=O)Cn1nnc(-c2ccc(Cl)cc2)n1 (centres undefined)
  1, 0.8, 0.8, 3, -25, 1, -1[fluorescence artefact?], 0, 3
> CC(OC(=O)c1cccs1)C(=O)NCc1ccco1 (centres undefined)
  -2, -0.9, 0.5, 2, 11, -22, 5, 1, 2
> CCOC(=O)c1nn(-c2ccc3c(c2)CCN3C(C)=O)cc1O
  1, -1.1, 0.8, 1, 7, -46, -2, -1, 17
> COc1ccc(OC)c(Nc2nc(-c3ccccc3O)nc3ccccc23)c1
  2, 0.5, 0.2, 8, 2, -20, -6, 4, -12
> O=c1c2ccccc2c2ccccc2c(=O)n1-c1ccccc1
  1, 1.9, 1.8, 1, -1, -11, 4, -1, -3
> CC(C)(C)CC(=O)Nc1ccc(S(=O)(=O)N2CCCC2)cc1
  1, -0.4, 0.7, -2, -7, -9, 0, -1, 0
> O=c1nc(/C=C/c2cc([N+](=O)[O-])ccc2Cl)cc(C(F)(F)F)[nH]1
  0, -0.9, 1.0, 5, 5, -16, 2, -3, 17
> CN1CCc2c(n(CC(O)CN3CCN(CCO)CC3)c3ccccc23)C1=O (centres undefined)
  -1, 1.9, 0.7, 5, -29, -4, 0, 3, -5
> NCCCCCc1nnc(SCc2ccccc2Cl)o1
  2, 1.1, 1.0, 3, -20, -13, -3, -4, -7
> O=C1CCC([N+](=O)[O-])C(c2ccc(Br)cc2)N1 (centres undefined)
  -2, -1.3, 0.4, 3, -13, -3, 5, -3, 1
> O=C(CCc1ccccc1)c1nnc(-c2ccccc2)o1
  0, -0.1, 0.8, 5, 2, -13, 0, 6, 1
> COc1ccc2c(c1)C1(C)CC(C)(C)N2C(=O)N1c1ccccc1 (centres undefined)
  0, 0.3, -0.5, 6, 9, 2, 5, -2, 8
> Nc1ncnc(NNC(=O)CNC(=O)c2c(F)cccc2Cl)c1[N+](=O)[O-]
  -1, 2.3, 1.1, 9, -4, 0, -2, 4, -1
> COc1ccc(C(=O)OCC(=O)Nc2ccc(F)c(F)c2)cc1OC
  2, -0.8, 0.2, 5, -12, -13, -2[fluorescence artefact?], 0, -20
> O=C(CN1C(=O)C2C3C=CC(C3)C2C1=O)NCc1ccco1 (centres undefined)
  0, 2.0, 0.9, 2, -2, ·, 6, -2, -1
> COc1cc(NC(=O)COC(=O)c2ccc(C)c(S(=O)(=O)N3CCCCC3)c2)c(C)cc1[N+](=O)[O-]
  2, -1.7, -1.6, 5, 2, ·, -5, 5, -4
> Cc1ccc(CSCC(=O)N2CCOCC2)cc1
  13*, -0.9, 0.3, 6, -4, -8, -4, 3, -19
> CCN(CC)c1ccc(-c2nc3cnccn3c2NC2CCCC2)cc1
  -1, -0.6, -0.6, 9, 2, -10, 19, -3, 25
> CCOc1ccc(N2C(=O)/C(=C/c3ccccc3)N=C2SC)cc1
  -3, 1.2, 1.3, 0, -7, 8, -2, -1, -6
> CC(=O)Nc1c(C)nn(-c2ccc(C)c(C)c2)c1C
  -4, 1.3, 1.5, 4, -5, -7, -6[fluorescence artefact?], 0, 2
> O=C(Cn1nnc(-c2cccs2)n1)N1CCOCC1
  4, -0.2, 0.4, 6, 8, -33, -8, 1, 7
> COCc1c(C(=O)OCC(=O)N2c3ccccc3CC2C)oc2ccccc12 (centres undefined)
  -1, 1.5, 0.1, 1, -4, -10, -4, 1, 7
> Cc1cc(C(=O)OCC(=O)N2c3ccccc3NC(=O)C2(C)C)c(C)n1-c1ccccc1
  1, -0.7, 0.9, 2, -6, ·, -5, -1, 5
> C=CCNc1sc(C(=O)c2cccs2)c(N)c1C#N
  1, -0.8, 0.5, 3, -14, -29, 4, 3, -2
> COc1ccc(N2CCC(CNC(=O)Nc3ccc(C)c(C)c3)C2)cc1 (centres undefined)
  2, 1.9, 0.2, 6, 4, ·, 8[fluorescence artefact?], -1, 10
> O=C(c1ccco1)c1coc2c1cc(O)c1ccccc12
  -2, 2.6, 0.6, -1, -11, 2, -1, -1, 2
> O=c1cc(CO)oc(C(Nc2ccccn2)c2ccccc2Cl)c1O (centres undefined)
  0, -1.9, 1.3, 1, -4, 5, 5, -2, 8
> Cc1[nH]c(=O)c(C#N)cc1-c1ccncc1
  1, -0.1, 1.5, 0, -8, -1, 5, -2, -1
> O=S(=O)(c1ccc(F)cc1)N1CCN(c2ccc(-c3ccccc3)nn2)CC1
  -1, 1.9, -0.3, 7, -9, -28, 2, 2, 4
> CCOC(=O)c1ccc(NC(=O)c2ccccc2[N+](=O)[O-])cc1
  2, 0.5, 0.3, 6, -15, 0, 11[fluorescence artefact?], 0, 1
